From PubChem BioAssay
PGC1a acetyl inh = inhibitors of PGC1a acetylation signal, primary screen, cell-based, U2OS, AlphaScreen, inhibitor mode; inhibition, % at 15.6 µM; 350,000 compounds, 0.17% hits; AlphaScreen anti-acetyl-lysine; with virally co-expressed GCN5 acetyltransferase; AID 651687, 2012;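 active means every replicate shows inhibition of at least 40%; inconclusive means mean inhibition at least 40% but some replicate below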;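 further: 0% = neutral control wells and 100% = positive control wells; some results beyond the cut were filed as inactive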
Casp6 inh = human caspase-6 inhibitors, primary screen, biochemical, VEID-R110 fluorescence, single point, set 2. purified caspase-6, Z-VEID-R110 cleavage fluorescence. P55212. inhibition, % at 12.5 µM. 350,000 compounds, 0.53% hits;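 active means mean inhibition across replicates at least about 35%, with every replicate also reaching that limit, limit read from the data; inconclusive means only one of the two criteria met; inactive means neither criterion met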;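 further: 0% = median of neutral control wells and 100% = no fluorescence left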
Target sequence (P55212 24-179 limits assumed): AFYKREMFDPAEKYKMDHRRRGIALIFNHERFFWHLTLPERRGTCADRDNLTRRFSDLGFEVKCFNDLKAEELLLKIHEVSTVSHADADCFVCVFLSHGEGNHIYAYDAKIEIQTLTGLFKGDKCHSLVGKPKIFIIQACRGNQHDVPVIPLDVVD
Target sequence (P55212 194-293 limits assumed): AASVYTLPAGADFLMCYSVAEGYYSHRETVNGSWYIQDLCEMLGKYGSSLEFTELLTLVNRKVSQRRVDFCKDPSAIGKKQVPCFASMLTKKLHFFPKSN
FN deposition inh = inhibitors of fibronectin matrix deposition, primary screen, AH1F cells, Alexa488-fibronectin fluorescence, plate reader | AH1F fibroblasts, overnight | inhibition, % at 12.6 µM | 350,000 compounds, 0.086% hits | AID 743247, 2014;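 active means mean inhibition across replicates of 30% or more, regardless of how many single replicates reach that level; inconclusive means mean under 30% yet at least half of replicates reach 30%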;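 further: positive control wells lacked labelled fibronectin entirely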
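Measured by – fluorescence 485/525 nm · System – AH1F fibroblast monolayer, labelled fibronectin deposition · Amount – 10000 cells per well · Buffer or medium – serum-reduced DMEM (2% serum) · Doses – single dose, pinned · Also added – fluorescent fibronectin at 24 nM final · Schedule – 1 h cell attachment, overnight exposure to compound and label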
miR122 inh = miR-122 Renilla sensor signal increase in Huh7, primary screen, miR-122 inhibitor project, cell-based, single point, plate reader | AID 602342, 2012 | 340,000 compounds, 0.3% hits | Huh7 miR-122 Renilla luciferase sensor, 48 h; neutral wells = 0, positive control = 100 | activation (reporter increase), % at 12.5 µM;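 active means mean replicate activation score at least 90 and every replicate individually at or above 90; inconclusive means only one of the two criteria met; inactive means neither criterion met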;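 further: higher luciferase means less miR-122 activity so hits act as miR-122 inhibitors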
Cneo AK release = Cryptococcus neoformans cell lysis inducers, primary screen, AK release luminescence, single concentration; C. neoformans lysis, adenylate kinase release luminescence, 4 h; normalised: neutral wells 0, clomiphene wells 100; lysis activity, % at 15 µM; 360,000 compounds, 0.2% hits; AID 651654, 2012;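 active means mean lysis activity across replicates of at least 80%, whatever share of replicates individually reach that level; inactive means mean lysis activity below 80%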
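Signal: Adenylate kinase release luminescence | Assay system: Log-phase Cryptococcus neoformans yeast cells | Input: Cells at 5 × 10^6 per mL | Buffer or medium: Fresh YPD growth medium | Compound: Single dose | Schedule: Static 4 h at 37 °C with compound, 1 h detection | Controls: Clomiphene | Read-out: Luminescence rise reflecting yeast cell lysis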
LGR2 inh = inhibitors of bursicon-induced LGR2 CRE-luciferase signal, primary screen, cell-based, HEK293, CRE-luciferase reporter, bursicon stimulation; 380,000 compounds, 0.35% hits; inhibition, % at 9.99 µM; bursicon-stimulated, 4 h; Drosophila bursicon receptor LGR2 (rickets);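 active means drop in luminescence signal, shown as inhibition above about 50% in the replicate tests, limit read from the data, passing the limit was not always enough; inconclusive means probably only some replicates passing the limit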;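 further: agonist challenge used bursicon conditioned medium at about half maximal strength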
EWS-Fli inh = EWS/Fli-driven NR0B1 reporter inhibitors, primary screen, A673 cells, NR0B1 luciferase, luminescence, MLPCN library; viability-normalised; inhibition, % at 12.6 µM; 350,000 compounds, 0.67% hits;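 active means mean inhibition of at least 50% after viability correction, with every replicate also passing that limit; inconclusive means mean reaches 50% but only one of two replicates passes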;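 further: firefly luciferase signal divided by Alamar Blue viability fluorescence both relative to DMSO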
PAX8 inh HTS = inhibitors of PAX8-driven TPO luciferase reporter, primary screen, RMG-I cells, single concentration; inhibition, % at 12.6 µM; SteadyGlo, 24 h; 360,000 compounds, 1.2% hits;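 active means mean replicate inhibition at least 60% with every replicate also reaching 60%; inconclusive means only one of the two criteria is met; inactive means mean below 60% and not all replicates reaching 60%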;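 further: luciferase light reporting Pax8 driven TPO promoter activity; plate controls were median of neutral control wells for no effect and mitoxantrone controls for full effect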
* = called active by the depositor; ? = inconclusive; / = not tested or not shown; & = joins results of further samples; [ ] = remark or other dose.

SMILES	PGC1a acetyl inh	Casp6 inh	FN deposition inh	miR122 inh	Cneo AK release	LGR2 inh	EWS-Fli inh	PAX8 inh HTS
O=S(=O)(c1ccccc1)N1CCN(c2nnc(-c3ccccc3)c3ccccc23)CC1	-6.1	0.0	-9.5	0.4	-4.2	-9.3	16.5	49.6
C[C@@H]1CN([C@H](C)CO)C(=O)Cc2cc(NC(=O)Nc3ccc(F)cc3)ccc2O[C@@H]1CN(C)S(=O)(=O)c1cccs1	-8.6	-1.4	15.5	3.9[16.7 µM]	2.2	1.2	1.8	-7.8
Cc1cccc(NC(=O)CSc2n[nH]c(-c3cccnc3)n2)c1	7.2	1.2	0.1	1.3	4.2	-6.3	-4.5	-12.9
C[C@@H]1CN([C@H](C)CO)C(=O)Cc2cc(NC(=O)CCN3CCOCC3)ccc2O[C@@H]1CN(C)C(=O)Nc1ccc(F)cc1	2.7	1.1	/	3.1[16.7 µM]	-4.4	26.3	-4.9	3.5
O=C(C[C@@H]1C=C[C@H](NC(=O)c2cccc(F)c2)[C@H](CO)O1)NCc1ccccc1	-0.6	2.3	5.9	20.1[16.7 µM]	-1.4	-9.7	-1.6	-6.1
CC(C)c1ccc(O)c(NC(=S)NC(=O)c2ccc3c(c2)OCO3)c1	/	-2.5	9.8	/	-43.8	-64.6	/	-165.5
Cc1ccc(-n2c(O)c(/C=N/n3cnnc3)c3ccccc3c2=O)cc1	4.4	22.4	-1.8	-6.1&1.9	-0.5&0.7	-6.8	5.0	/
Cc1ccccc1-n1ncc2c1CC(C)(C)CC2NC(=O)CSc1ccncc1 (configuration not stated)	1.2	-4.0	7.3	-4.3	-0.3	-1.4	6.3	-1.3
CCN(CC)S(=O)(=O)c1ccc(Cl)c(NC(=O)CSc2cccc[n+]2[O-])c1	-1.1	3.7	2.9	-2.7	-1.2	31.3	5.5	1.2
CC(Sc1ccsc1[N+](=O)[O-])C(=O)NCc1ccccc1 (configuration not stated)	/	1.3	5.3	/	/	18.7	9.9	16.0
Cc1ccc(NC(=O)CCc2c(C)nc3ncnn3c2C)cc1	-3.0	/	/	-2.4	0.5	/	/	5.2
COc1cc2[nH]c(=S)n(CCN3CCOCC3)c(=O)c2cc1OC	5.2	/	0.4	2.6	0.2	11.6	/	/
O=C(O)C1CCCCC1C(=O)NC1C2CC3CC(C2)CC1C3 (configuration not stated)	/	-1.7	-14.7	/	-0.4	1.4	9.1	0.5
C[C@@H]1CN([C@@H](C)CO)C(=O)Cc2cc(NC(=O)CCCCCC(=O)Nc3ccccc3N)ccc2O[C@@H]1CN(C)CC1CCCCC1	-17.7	-0.3	-6.7	24.1[16.7 µM]	4.0	-11.1	48.2	23.7
CCOc1cccc(CNCc2cccnc2)c1OCc1ccccc1	0.7	-1.2	/	/	/	-7.4	7.2	23.0
CCn1cc(Br)c(C(=O)Nc2ccc(C(=O)OC(C)C)cc2)n1	-4.5	0.0	/	0.8	-5.7	-3.9	-18.3	/
C[C@@H]1CN([C@@H](C)CO)C(=O)c2cccc(NS(C)(=O)=O)c2O[C@@H]1CN(C)S(=O)(=O)c1cn(C)cn1	-23.2	6.8	-0.4	-2.2[16.7 µM]	4.7	-4.9	11.0	/
C[C@H]1CN([C@@H](C)CO)C(=O)c2cc(C#Cc3ccc(F)cc3)cnc2O[C@@H]1CN(C)C(=O)Nc1ccc(F)cc1	?	-2.3	/	5.6[16.7 µM]	-0.3	/	-5.1	/
CNC(=O)C(NC(=O)CNC(=O)c1ccc(Cl)cc1)C(C)(C)C (configuration not stated)	9.3	12.1	2.6	-4.1	0.0	-2.8	-2.5	20.4
Cc1ccccc1-n1nc(-c2cccnc2)cc1C(=O)N/N=C/c1ccncc1	/	-0.2	6.5	/	/	12.6	-0.3	9.2
COc1ccccc1/C=N\NC(=O)c1c(C)nc2ccc(Cl)cn12	/	0.4	0.9	-3.1	-6.3	15.2	6.5	-1.6
O=C(C1CCCN(Cc2cccc(Cl)c2)C1)N1CCCCC1 (configuration not stated)	7.7	0.4	-0.7	-1.4	0.7	6.0	9.9	-17.2
CCOC(=O)CNC(=O)c1nn(-c2ccc(OCC)cc2)c(=O)c2ccccc12	11.2	/	/	2.5	2.4	1.2	/	/
CC(C)[C@H](NC(=O)N1CC(=O)Nc2ccccc21)C(=O)N[C@H](Cc1ccccc1)C(=O)O	6.0	-3.8	/	-29.8	-1.2	-26.8	1.3	/
CCc1cc(=O)oc2c3c(cc(OCC(=O)NCc4cccnc4)c12)OC(C)(C)CC3	-3.7	-2.3	/	3.0	-2.6	-18.4	12.6	/
CCCN(C)C[C@H]1OCCCC[C@@H](C)Oc2ccc(N(C)C)cc2C(=O)N([C@H](C)CO)C[C@H]1C	-7.2	-12.1	/	-0.1[16.7 µM]	0.8	28.4	2.6	8.1
CCOc1c(Cl)cc(CNc2nnnn2C)cc1OC	-25.1	-2.5	8.3	-13.4	0.5	18.1	9.9	-0.3
[N-]=[N+]=NC1C[C@H](n2ccc(=O)[nH]c2=O)O[C@@H]1CO (some centres not stated)	8.0	-1.6	-1.1	-4.8	-3.3	/	3.6	-2.9
Cc1ccc(NC(=O)c2snc3ccc(Cl)cc23)cc1C	/	2.2	/	/	/	-48.9	-33.4	-102.4
COc1ccc(-c2ccc([C@@H]3[C@@H](CO)N(C(=O)C4CCC4)[C@H]3C#N)cc2)cc1	-16.3	2.0	-8.1	/	1.3	-2.0	-7.1	-29.2
O=C(NCc1ccccc1)[C@H]1[C@H](CO)[C@H]2Cn3c(ccc(-c4cccc(F)c4)c3=O)[C@@H]1N2	/	-2.3	/	/	-0.7	-7.9	-13.3	/
O=C(C1CCCO1)N1CCN(C(=S)Nc2ccc(Cl)c(Cl)c2)CC1 (configuration not stated)	/	2.4	-6.4	/	/	5.3	0.1	-7.7
CCCNS(=O)(=O)c1ccc(-n2cnnn2)c(OC)c1	3.8	0.2	/	32.1	-0.6	-5.4	-2.0	26.3
CCc1cc(=O)oc2c(C)c(OC(C)C(=O)NC3CC(C)(C)NC(C)(C)C3)ccc12 (configuration not stated)	/	-4.8	-5.4	/	1.5	4.8	/	-85.1
CC(C)c1ccc(CN2CCC(n3nccc3NC(=O)C3CCCC3)CC2)cc1	/	1.5	/	/	/	-2.3	19.4	0.3
CC(C)c1ccc(NS(=O)(=O)c2ccc(N3C(=O)CCC3=O)cc2)cc1	-0.5	3.2	4.7	/	/	11.1	-1.2	4.4
O=c1c(Cl)c(N2CCOCC2)cnn1-c1ncc(C(F)(F)F)cc1Cl	1.0	-1.5	2.4	2.6	/	/	5.2	-11.6
O=C(O)/C=C/c1cccc(NS(=O)(=O)c2ccccc2)c1	12.7	/	/	-1.2	3.9	3.6	/	/
CCCC#Cc1ccc([C@@H]2[C@@H](CO)N3CCCCN(C(=O)NC4CCCC4)C[C@@H]23)cc1	9.3	-0.8	/	-3.4[16.7 µM]	-1.0	16.4	-2.5	16.0
CC[C@H](C)[C@@H](COC=O)NC(=O)[C@H]1O[C@@H](n2ccc(N)nc2=O)[C@H](O)[C@@H]1O	7.4	-0.7	-4.5	0.1	0.7	9.5	11.5	-6.0
CCOC(=O)CCNC(=O)Nc1ccc2nc(C)n(Cc3ccc(Cl)cc3)c(=O)c2c1	-10.1	3.5	/	0.9	/	-1.9	0.3	/
O=C(CN1C(=O)c2cccc3cccc(c23)C1=O)N1CCCCC1	/	1.8	0.1	/	/	-0.8	13.9	5.7
O=C(CN1C(=O)CCSc2ccccc21)Nc1ccc2c(c1)OCCO2	/	/	-2.7	0.8	-5.4	-24.0	/	/
C[C@H]1CN([C@@H](C)CO)C(=O)CCCn2nncc2CO[C@H]1CN(C)Cc1cccc(O)c1	-4.9	1.2	-3.9	1.3[16.7 µM]	11.0	13.6	0.2	/
Cc1ccc(/C=N/N2CCN(Cc3ccccc3)CC2)cc1	?	0.7	/	-3.8	-2.8	-21.3	-0.1	-41.1
C[C@@H]1CN([C@H](C)CO)S(=O)(=O)c2ccc(C#CC3CC3)cc2O[C@@H]1CN(C)C(=O)CN(C)C	-12.5	-1.2	/	-21.5[16.7 µM]	-3.2	7.3	-8.5	/
CCc1cnc(N2[C@H](C#N)[C@H](c3ccc(C#Cc4ccccc4F)cc3)[C@H]2CO)s1	-37.7	0.8	-18.6	/	1.2	19.3	52.8*	48.5
Cc1[nH]c2ccc(C(=O)OC(C)C(=O)NC3CCCCC3C)cc2c1C (configuration not stated)	/	-1.0	7.4	/	0.6	12.4	9.7	16.3
C/C=C/c1ccc(OCC(O)CN(C)Cc2ccc(SC)cc2)c(OC)c1 (configuration not stated)	-0.7	-2.1	-3.4	-17.5	-2.8	4.3	-5.2	-7.5
COc1ccc(NS(=O)(=O)c2csc(C(=O)Nc3ccccc3)c2)cc1	-1.3	5.1	/	10.5	-0.4	-4.2	2.9	1.3
CCC(=O)N1[C@@H]2c3ccc(-c4ccncc4)c(=O)n3C[C@H]1[C@H](CO)[C@H]2C(=O)NC1Cc2ccccc2C1	/	-8.8	/	/	51.3	-3.6	-2.1	-11.3
COc1ccccc1-c1ccccc1[C@H]1[C@@H](C#N)N(C(=O)C2CCC2)[C@@H]1CO	3.8	-1.1	-7.9	/	/	6.9	-6.9	4.8
Cc1ccc(-n2ccnc(SCC(=O)NCCc3ccccc3)c2=O)cc1F	-18.4	-3.3	-5.4	-5.1	-2.2	-11.3	-3.4	-6.9
COc1ccccc1-c1oc2ccccc2c1-c1ccccc1OC	-8.2	-1.6	-15.8	-7.2	0.5	/	-3.3	-2.3

2 entries from above, set out differently.
O=C(C[C@@H]1C=C[C@H](NC(=O)c2cccc(F)c2)[C@H](CO)O1)NCc1ccccc1
  PGC1a acetyl inh = -0.6; Casp6 inh = 2.3; FN deposition inh = 5.9; miR122 inh = 20.1[16.7 µM]; Cneo AK release = -1.4; LGR2 inh = -9.7; EWS-Fli inh = -1.6; PAX8 inh HTS = -6.1

CC(C)c1ccc(O)c(NC(=S)NC(=O)c2ccc3c(c2)OCO3)c1
  PGC1a acetyl inh = /; Casp6 inh = -2.5; FN deposition inh = 9.8; miR122 inh = /; Cneo AK release = -43.8; LGR2 inh = -64.6; EWS-Fli inh = /; PAX8 inh HTS = -165.5

3 of the entries above in order of the PGC1a acetyl inh value, ascending:
mol	PGC1a acetyl inh
CCOC(=O)CCNC(=O)Nc1ccc2nc(C)n(Cc3ccc(Cl)cc3)c(=O)c2c1	-10.1
CCOc1cccc(CNCc2cccnc2)c1OCc1ccccc1	0.7
CNC(=O)C(NC(=O)CNC(=O)c1ccc(Cl)cc1)C(C)(C)C (configuration not stated)	9.3
